TrxR1 substrate = qHTS Assay for Substrates of Mammalian Selenoprotein Thioredoxin Reductase 1 (TrxR1): qHTS; actives 0.01% (n = 390,000); purified TrxR1 substrate turnover, NADPH consumption readout; Potency, µM (highest dose often 114 µM), inactives show at the highest dose activity change, negative = substrate turnover; note: potency is the fitted concentration of half-maximal effect; % is set by controls: 0 for no effect and ±100 for the full control effect; nearly all actives have a fitted effect of over 50% in size
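Rat TrxR1, dispensed at 90 nM, was prereduced with 400 uM NADPH (final) for 5 min at ~22 deg C, then incubated with compound 15 min before 400 uM selenite. A first-read NADPH fluorescence drop versus no-compound background flagged substrates.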
USP1 inh = Inhibitors of USP1/UAF1: Primary Screen; Potency, µM (highest dose often 57.1 µM), for inactives: at the top dose activity change, negative = inhibition, most hits filed as inhibitors; actives 0.23% (n = 390,000); recombinant USP1/UAF1, Ub-Rhodamine cleavage fluorescence; Ubiquitin carboxyl-terminal hydrolase 1 (Homo sapiens), O94782; note: potency is the fitted concentration of half-maximal effect; % is set by controls: 0 for no effect and ±100 for the full control effect; nearly all actives have a fitted effect of over 60% in size; inactives centre near -12
Target sequence (O94782 whole entry, looked up): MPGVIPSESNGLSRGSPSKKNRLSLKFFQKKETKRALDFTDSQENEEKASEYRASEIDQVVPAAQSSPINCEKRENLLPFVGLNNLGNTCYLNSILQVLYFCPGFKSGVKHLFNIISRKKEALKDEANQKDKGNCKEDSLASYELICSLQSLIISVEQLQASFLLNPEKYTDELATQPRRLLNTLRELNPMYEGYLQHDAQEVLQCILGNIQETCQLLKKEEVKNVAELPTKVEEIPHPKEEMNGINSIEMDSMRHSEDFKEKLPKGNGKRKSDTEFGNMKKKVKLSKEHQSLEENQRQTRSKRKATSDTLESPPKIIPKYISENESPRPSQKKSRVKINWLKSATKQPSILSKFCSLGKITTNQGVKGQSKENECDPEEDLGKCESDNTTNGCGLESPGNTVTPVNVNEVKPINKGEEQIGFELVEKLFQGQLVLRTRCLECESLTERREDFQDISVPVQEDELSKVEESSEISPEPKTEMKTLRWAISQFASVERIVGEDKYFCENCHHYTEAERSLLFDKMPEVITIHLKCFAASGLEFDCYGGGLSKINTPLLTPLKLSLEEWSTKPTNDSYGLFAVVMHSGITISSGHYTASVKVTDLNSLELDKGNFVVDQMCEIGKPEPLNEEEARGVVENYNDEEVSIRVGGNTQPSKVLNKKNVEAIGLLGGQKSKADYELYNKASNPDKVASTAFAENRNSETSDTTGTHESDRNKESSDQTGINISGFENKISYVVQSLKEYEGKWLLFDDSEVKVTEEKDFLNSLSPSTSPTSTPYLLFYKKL
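1 nM enzyme complex + cpd, 15 min RT; start with Ub-Rho 150nM final; kinetic fluorescence ex 480/em 540, 6 reads q60 s. Buffer 50mM HEPES pH 7.8, 0.5mM EDTA, 0.1 mg/ml BSA, 1mM TCEP, 0.01% Tween-20.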
D2 antag = HTS Assay for Allosteric Antagonists of the Human D2 Dopamine Receptor: Primary Screen for Antagonists; D(2) dopamine receptor (Homo sapiens), P14416; HEK293 TREx D2 cells, calcium flux, dopamine EC80; inhibition, % at 10 µM; actives 2% (n = 340,000); in the data active = inhibition above about 30%; note: 0% is about no effect
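Calcium mobilization kinetics were recorded at 1 s intervals in tetracycline-induced HEK293 T-REx D2 cells, first for 180 s after compound addition and then 180 s after EC80 dopamine.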
TRHR ag = qHTS for Small Molecule Agonists and Allosteric Enhancers of Human TRH Receptor: Primary Screen for Agonists. Thyrotropin-releasing hormone receptor (Homo sapiens), P34981. TRHR cells, calcium flux fluo-8, FDSS agonist mode. activation, % at 2 µM. actives 0.18% (n = 360,000). AID 493084, 2011; in the data active = activation above about 30%; note: 0% is about no effect
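Agonist-mode FDSS calcium read (Ex 480/Em 530, 1 s cycles) in 1536-well TRHR cells with fluo-8 dye, after 10-cycle baseline and 23 nL compound addition; TRH at EC20 (10 nM final) added afterwards for the enhancer phase.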
IDH1 R132H inh = qHTS for Inhibitors of mutant isocitrate dehydrogenase 1 (IDH1): qHTS; Potency, µM (doses to about 76.6 µM), for inactives: at the highest dose activity change, negative = inhibition, usual class: inhibitors; actives 0.093% (n = 390,000); IDH1-R132H enzyme, NADPH consumption, diaphorase/resazurin fluorescence; note: potency is the fitted concentration of half-maximal effect; % is set by controls: 0 for no effect and ±100 for the full control effect; nearly all actives have a fitted effect of over 65% in size
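IDH1-R132H (0.5 ug/mL) preincubated 30 min with compound, then NADPH (0.016 mM) and alpha-KG (2 mM) added; 80 min at RT, pH 7.5. Remaining NADPH coupled via diaphorase/resazurin to fluorescence (540/590 nm); concentration-response curves normalized to no-enzyme control.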
D2 agonist = HTS Assay for Allosteric Agonists of the Human D2 Dopamine Receptor: Primary Screen for Agonists; activation, % at 2 µM; D(2) dopamine receptor (Homo sapiens), P14416; actives 0.53% (n = 340,000); AID 485358, 2010; HEK293 T-REx D2 cells, calcium flux agonist mode;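 active = activation over 3 SD above normal in the single-dose calcium agonist read, cut at about 30% in these data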; note: 0% is about no effect
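HEK293 Trex D2 cells, tetracycline-induced, o/n 30 C 5% CO2; no-wash Ca dye, RT 30–90 min; 10-cycle baseline, 23 nl cpd added, kinetic Ca read 180 s; agonist hits = positive Ca response.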
TRHR enhancer = qHTS for Small Molecule Agonists and Allosteric Enhancers of Human TRH Receptor: Primary Screen for Enhancers | actives 0.66% (n = 360,000) | AID 493056, 2011 | enhancement, % at 2 µM | TRHR cells, fluo-8 calcium fluorescence, EC20 TRH enhancement | Thyrotropin-releasing hormone receptor (Homo sapiens), P34981; in the data active = enhancement above about 30%; note: 0% is about no effect
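Enhancer read-out: after compound pinning and an initial kinetic agonist-mode read, an EC20 of TRH (10 nM final) was injected and fluo-8 calcium signal (Ex 480/Em 530) followed at 1 s/cycle for 100 cycles in TRHR-expressing cells.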
PI4K2A inh = qHTS for small molecular inhibitors of PI4K2A | Phosphatidylinositol 4-kinase type 2-alpha (Homo sapiens), Q9BTU6 | purified PI4K2A, ADP-Glo luminescence, 1 h; hits give low values | activity change, negative = inhibition, % at 76.9 µM | actives 0.13% (n = 420,000); in the data active = activity change below about -50%; inconclusive = mostly about -30% to -49%;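 note: -100% = wells without enzyme as full effect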
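In this quantitative HTS, ADP production by PI4K2A was quantified luminescently after 1 h at ambient temperature; 100 microM adenosine served as plate-quality control.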
TrxR1 inh = qHTS Assay for Inhibitors of Mammalian Selenoprotein Thioredoxin Reductase 1 (TrxR1): qHTS; Thioredoxin reductase 1, cytoplasmic (Rattus norvegicus), O89049; recombinant rTrxR1, NADPH fluorescence consumption, selenite substrate; Potency, µM (titrated, usually from 114 µM), inactives show top-dose activity change, negative = inhibition, usual class: inhibitors; actives 1% (n = 390,000); AID 588453, 2011; note: potency is the fitted concentration of half-maximal effect; % is set by controls: 0 for no effect and ±100 for the full control effect; nearly all actives have a fitted effect of over 65% in size
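Rat TrxR1 (90 nM in the dispensed reagent) was pre-reduced with 400 uM NADPH for 5 min at room temperature, then incubated with compound for 15 min. After 400 uM selenite was added, NADPH fluorescence (Ex 340/Em 450 nm) was followed for 8 min.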
Numbers without * were called inactive; ? = inconclusive; nt = not tested or not shown; & = joins results of further samples; [ ] = dose if it differs, or a comment. Unless noted, calls come from the whole dose curve; as a rule, active = well fitted inhibition curve with a large enough effect; inconclusive = small, poorly fitted or top-dose-only effect; inactive = no such curve, though single readings can be large or run the other way.

no.	canonical_smiles	TrxR1 substrate	USP1 inh	D2 antag	TRHR ag	IDH1 R132H inh
1	CCCCN(Cc1nc2ccccc2c(=O)[nH]1)C(=O)c1nn(C)c(=O)c2ccccc12	-2%	-20%	1	-0.1	-3%
2	COc1ccc(C(=O)CN2C(=O)N(c3cc(C)cc(C)c3)S(=O)(=O)c3ccccc32)cc1	4%[57.1 µM]	-7%	nt	0.6	-3%
3	CCc1nccn1S(=O)(=O)c1cc(OC)c(Cl)cc1OC	-12%	7%	8	-0.7	5%
4	COc1ccccc1NC(=O)c1sc2nc(C)c(C(=O)Nc3ccc(C)cc3C)c(-c3ccc(Br)cc3)c2c1N	11%	-13%	nt	2.5	0%
5	COc1ccc(CCNC(=O)CSCc2nc(-c3ccc(OC)c(OC)c3)oc2C)cc1OC	6%	2%	nt	-0.3	0%
6	COc1ccc(/C=C(\CC(=O)O)c2nc3ccccc3o2)cc1	-14%	-1%	10	0.6	-3%
7	CSc1ccc(CCNC(=O)C2CCN(c3nnc(-n4cccc4)s3)CC2)cc1	0%	-26%	3	0.6	-13%
8	N=C1S/C(=C\c2cccc3ccccc23)C(=O)N1c1ccc(F)cc1	-7%	-25%	7	1.4	6%
9	CCCCCSc1nc2c(c(=O)[nH]c(=O)n2C)n1CC	-9%[57.1 µM]	-18%	nt	nt	15%
10	N#CC1(NC(=O)COc2cc(F)ccc2[N+](=O)[O-])CCCCC1	-7%	-13%	29	0.2	2%
11	Cc1ccc(NC(=S)N2CCC(NC(=O)c3ccc(F)cc3)CC2)cc1	5%[57.1 µM]	-13%	20	-0.9	-7%
12	O=C(CN(c1ccccc1F)S(=O)(=O)c1ccccc1)Nc1ccccc1C(=O)N1CCOCC1	4%	-17%	-11	0.0	-9%
13	CCc1nc2c(cnn2-c2ccc(Cl)cc2)c(=O)n1-c1ccc(OC)cc1	-6%	-19%	15	0.1	-9%
14	CCN(Cc1ccccc1)C(=O)CN1C(=O)COc2ccc(S(=O)(=O)N3CCCCCC3)cc21	-1%&-1%	-9%&-19%	-3	6.6&8.0	-6%&-9%
15	O=C(N/N=C\c1ccc(OC(=O)c2ccco2)cc1)c1ccc(Cl)cc1	0%	-19%	-9	1.1	-2%

no.	D2 agonist	TRHR enhancer	PI4K2A inh	TrxR1 inh
1	-0.8	17	3	13%
2	-0.6	-8	-1	33%[57.1 µM]
3	0.2	-20	3	-9%
4	1.2	2	-1	22%
5	-1.6	-7	-2	9%
6	-0.2	-4	-1	-13%
7	0.3	-2	-7	21%
8	-0.2	4	-1	-15%
9	nt	nt	-8	10%[57.1 µM]
10	0.9	6	0	-3%
11	-0.8	-10	-1	3%[57.1 µM]
12	-0.1	-9	-2	13%
13	0.3	-4	8	4%
14	0.4&-0.3	-12&-1	-1&1	9%&16%
15	0.1	-10	5	16%

(next part)
no.	canonical_smiles	TrxR1 substrate	USP1 inh	D2 antag	TRHR ag	IDH1 R132H inh
16	Cc1ccccc1Cn1c(SCc2ccc(C(=O)NCCc3ccccc3)cc2)nc2ccncc21	-7%	?	nt	0.7	-2%
17	Cc1cc(C)cc(N(CCC(=O)O)S(=O)(=O)c2ccc3ccccc3c2)c1	2%	0%	9	-0.4	4%
18	Cc1ccc(C(C)NC(=O)COC(=O)C2=COCCO2)cc1C (stereo unspecified)	2%	-24%	-9	-0.3	3%
19	C=CCn1c(CSc2nc3ccccc3s2)nnc1SCC(=O)NCCN1CCOCC1	4%[57.1 µM]	4%	4	0.3	2%
20	CCNc1nc(OC)nc(SCC(=O)Nc2ccccc2)n1	-8%	-21%	0	0.0	-7%
21	CCCCN(CC)CCCNC(=O)c1cc2c(=O)n(CC)c3ccccc3c2s1	58%[activator]	-8%	-5	0.3	3%
22	CCOc1ccccc1NC(=O)Cn1nnc(C(=O)Nc2ccccc2Cl)c1N	5%[57.1 µM]	1%	10	-0.8	-6%
23	CC(C)CC(=O)NN(C)c1nc(-c2ccccc2)nnc1C(F)(F)F	13%[57.1 µM]	-19%	5	0.2	-2%
24	O=C(O)C1C2CCC(C2)C1C(=O)NCCc1ccc(F)cc1 (stereo unspecified)	3%	-1%	-4	1.3	2%
25	COC(=O)c1sc(SC)c(S(=O)(=O)C(C)C)c1N/N=C(\C#N)S(=O)(=O)c1ccccn1	8%[57.1 µM]	-12%	-9	-1.0	2%
26	Cc1ccc(NC(=O)COC(=O)c2ccc(Br)o2)cc1S(=O)(=O)N1CCCCC1	-7%	-14%	10	0.7	-9%
27	CCOc1ccc2c(c1)OC(c1ccc(OC)cc1)(C(F)(F)F)NC2=O (stereo unspecified)	-18%	-17%	-4	0.2	2%
28	COc1ccc(Cl)cc1N1C(=NC(=O)C2CCCO2)SC2CS(=O)(=O)CC21 (stereo unspecified)	1%	-19%	-11	0.4	10%
29	COc1cc(C2C=C(Nc3ccccc3)C(=O)N2c2ccccc2)ccc1O (stereo unspecified)	9%	-12%	12	-0.8	2%
30	CCOC(=O)C1=C(COc2ccccc2)NC(=O)NC1c1ccc2ccccc2c1 (stereo unspecified)	13%	?	nt	nt	-6%

no.	D2 agonist	TRHR enhancer	PI4K2A inh	TrxR1 inh
16	3.1	7	1	13%
17	0.9	-6	-5	15%
18	0.1	6	3	22%
19	0.3	9	-4	4%[57.1 µM]
20	-0.1	5	3	0%
21	1.1	-3	-4	-7%
22	0.6	-1	-1	8%
23	-0.1	-4	-1	9%[57.1 µM]
24	-0.2	5	3	-5%
25	-1.3	13	-1	10%[57.1 µM]
26	1.2	3	0	10%
27	0.3	-3	3	-10%
28	0.4	4	5	10%
29	0.3	-4	-3	-31%
30	nt	nt	-1	42%[activator]

(more compounds)
no.	canonical_smiles	TrxR1 substrate	USP1 inh	D2 antag	TRHR ag	IDH1 R132H inh
31	O=C(NNc1ccc(Cl)cc1)C1CCC1	1%[57.1 µM]	-14%	0	0.2	6%
32	O=S(=O)(NC1=NCCCCC1)c1ccc(Cl)cc1Cl	-1%	-11%	8	0.4	-1%
33	CC1CN(C2CCCCC2)C(=O)NC1=O (stereo unspecified)	-4%	-27%	nt	nt	-1%
34	CCOC(=O)c1cnc(N2CCN(c3ccc(C)cc3C)CC2)c2ccccc12	3%[57.1 µM]	-1%	nt	0.0	-22%
35	CC(NC(=O)COc1ccc(Br)cc1)C1CCCO1 (stereo unspecified)	-1%	-1%	-22	0.1	-3%
36	COC(CNC(=O)c1ccc2nc3ccccc3c(=O)n2c1)OC	170%[activator]	-15%	1	0.9	6%
37	CCCCn1nnnc1SCC(=O)Nc1cccc(C)c1	-19%[57.1 µM]	-19%	1	-0.6	3%
38	O=S(=O)(c1cc(F)ccc1F)N1CCC2(CC1)OCCO2	2%	-16%	nt	1.4	7%
39	COc1ccc(N2CCN(C(=O)CCNS(=O)(=O)c3ccc(Br)s3)CC2)cc1	12%[57.1 µM]	-20%	3	-0.3	3%
40	Cc1[nH]nc2c1C(=O)CC(C)(C)C2	9%[57.1 µM]	0%	-5	-2.6	10%
41	COC(=O)c1oc2ccccc2c1NC(=O)/C=C/C(=O)O	-5%[57.1 µM]	-9%	8	0.4	-11%

no.	D2 agonist	TRHR enhancer	PI4K2A inh	TrxR1 inh
31	0.6	-1	-1	3%[57.1 µM]
32	0.1	1	5	11%
33	nt	nt	5	13%
34	-0.1	6	-7	14%[57.1 µM]
35	0.3	0	2	9%
36	1.5	-2	-1	-18%
37	4.9	5	-13	-4%
38	nt	3	-3	5%
39	0.5	-4	-8	18%[57.1 µM]
40	-0.6	1	2	3%[57.1 µM]
41	0.1	0	5	-6%[57.1 µM]

Given field by field: entries from further up.
16. Cc1ccccc1Cn1c(SCc2ccc(C(=O)NCCc3ccccc3)cc2)nc2ccncc21
  TrxR1 substrate: -7% | USP1 inh: ? | D2 antag: nt | TRHR ag: 0.7 | IDH1 R132H inh: -2% | D2 agonist: 3.1 | TRHR enhancer: 7 | PI4K2A inh: 1 | TrxR1 inh: 13%
17. Cc1cc(C)cc(N(CCC(=O)O)S(=O)(=O)c2ccc3ccccc3c2)c1
  TrxR1 substrate: 2% | USP1 inh: 0% | D2 antag: 9 | TRHR ag: -0.4 | IDH1 R132H inh: 4% | D2 agonist: 0.9 | TRHR enhancer: -6 | PI4K2A inh: -5 | TrxR1 inh: 15%
18. Cc1ccc(C(C)NC(=O)COC(=O)C2=COCCO2)cc1C (stereo unspecified)
  TrxR1 substrate: 2% | USP1 inh: -24% | D2 antag: -9 | TRHR ag: -0.3 | IDH1 R132H inh: 3% | D2 agonist: 0.1 | TRHR enhancer: 6 | PI4K2A inh: 3 | TrxR1 inh: 22%
19. C=CCn1c(CSc2nc3ccccc3s2)nnc1SCC(=O)NCCN1CCOCC1
  TrxR1 substrate: 4%[57.1 µM] | USP1 inh: 4% | D2 antag: 4 | TRHR ag: 0.3 | IDH1 R132H inh: 2% | D2 agonist: 0.3 | TRHR enhancer: 9 | PI4K2A inh: -4 | TrxR1 inh: 4%[57.1 µM]
